UCHL1 inh: inhibitors of human UCHL1 deubiquitinase; AID 1645859, 2021; purified UCHL1, Ub-rhodamine cleavage fluorescence; inhibition, % at 20 µM; 47,000 tested, 0.2% active; Ubiquitin carboxyl-terminal hydrolase isozyme L1 (Homo sapiens), P09936
USP17 inh: inhibitors of human USP17 deubiquitinase. inhibition, % at 50 µM. purified USP17, Ub-rhodamine cleavage fluorescence, 3 h. 47,000 tested, 6.5% active
USP10 block: inhibitors of human USP10 deubiquitinase; inhibition, % at 20 µM; 47,000 tested, 1.1% active; Ubiquitin carboxyl-terminal hydrolase 10 (Homo sapiens), Q14694; purified USP10, Ub-rhodamine fluorescence, 60 min
USP28 inh: inhibitors of human USP28 deubiquitinase; inhibition, % at 25 µM; purified USP28, Ub-rhodamine cleavage fluorescence, 30 min; 47,000 tested, 3% active
Target sequence (Q96RU2 whole entry, looked up): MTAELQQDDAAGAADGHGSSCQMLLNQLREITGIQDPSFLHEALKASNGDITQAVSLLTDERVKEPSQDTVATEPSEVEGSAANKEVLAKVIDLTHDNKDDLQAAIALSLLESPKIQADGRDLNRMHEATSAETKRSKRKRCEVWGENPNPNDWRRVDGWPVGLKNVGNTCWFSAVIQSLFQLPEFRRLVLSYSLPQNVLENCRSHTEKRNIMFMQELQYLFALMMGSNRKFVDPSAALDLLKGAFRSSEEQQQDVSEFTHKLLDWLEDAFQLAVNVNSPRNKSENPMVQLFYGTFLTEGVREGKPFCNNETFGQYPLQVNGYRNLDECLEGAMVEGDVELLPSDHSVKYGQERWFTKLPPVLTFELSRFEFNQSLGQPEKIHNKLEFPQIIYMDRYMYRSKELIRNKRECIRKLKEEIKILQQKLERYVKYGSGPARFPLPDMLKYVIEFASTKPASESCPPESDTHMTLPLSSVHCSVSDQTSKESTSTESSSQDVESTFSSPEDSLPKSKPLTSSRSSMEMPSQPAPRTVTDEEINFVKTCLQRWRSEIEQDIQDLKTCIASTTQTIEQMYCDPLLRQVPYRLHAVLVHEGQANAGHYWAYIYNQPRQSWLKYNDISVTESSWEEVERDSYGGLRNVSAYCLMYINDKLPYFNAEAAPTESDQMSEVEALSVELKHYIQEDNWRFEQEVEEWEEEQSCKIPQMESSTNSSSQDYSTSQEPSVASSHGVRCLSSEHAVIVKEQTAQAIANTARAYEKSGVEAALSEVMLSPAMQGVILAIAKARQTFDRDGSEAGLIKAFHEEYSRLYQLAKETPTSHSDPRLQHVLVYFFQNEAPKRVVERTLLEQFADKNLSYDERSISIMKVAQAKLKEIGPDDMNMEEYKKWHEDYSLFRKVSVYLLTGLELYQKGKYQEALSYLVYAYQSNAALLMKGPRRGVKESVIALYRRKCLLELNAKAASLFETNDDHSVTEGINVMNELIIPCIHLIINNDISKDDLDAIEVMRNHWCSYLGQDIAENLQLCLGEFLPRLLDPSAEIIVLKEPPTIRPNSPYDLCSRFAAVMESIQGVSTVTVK
USP30 inh: inhibitors of human USP30 deubiquitinase. Ubiquitin carboxyl-terminal hydrolase 30 (Homo sapiens), Q70CQ3. purified USP30, Ub-rhodamine cleavage fluorescence. inhibition, % at 25 µM. 47,000 tested, 5.3% active
USP7 inh: inhibitors of human USP7 deubiquitinase. inhibition, % at 20 µM. 47,000 tested, 0.3% active. AID 1645854, 2021. purified USP7, Ub-rhodamine cleavage fluorescence. Ubiquitin carboxyl-terminal hydrolase 7 (Homo sapiens), Q93009
OTUD3 block: inhibitors of human OTUD3 deubiquitinase | 47,000 tested, 0.7% active | purified OTUD3, Ub-rhodamine fluorescence, 2 h | OTU domain-containing protein 3 (Homo sapiens), Q5T2D3 | inhibition, % at 25 µM
USP8 block: inhibitors of human USP8 deubiquitinase. Ubiquitin carboxyl-terminal hydrolase 8 (Homo sapiens), P40818. purified USP8, Ub-rhodamine cleavage fluorescence, 30 min. inhibition, % at 20 µM. 47,000 tested, 4.2% active
* hit, by the source's call; x = not tested or not shown. Rule as the data show it: active = inhibition above about 30%; inactive = the rest.

UCHL1 inh | USP17 inh | USP10 block | USP28 inh | USP30 inh | USP7 inh | OTUD3 block | USP8 block | SMILES
-3 | -28 | -2 | -24 | -50 | -3 | -11 | -17 | COCCn1ccc2nc(C)c(C(=O)N3CCN(c4ccccn4)CC3)cc2c1=O
1 | x | -3 | -1 | 2 | 7 | 1 | -2 | CCOc1ccc(CCNC(=O)CCc2nc3cccnc3n2Cc2ccc(OC)cc2)cc1
-4 | 21 | 3 | -21 | -37 | -4 | -9 | 6 | N#Cc1c(-c2ccccc2)c2c([nH]c1=O)-c1ccccc1CC2
-52 | -138 | -2 | -37 | -193 | -56 | -83 | -17 | CC1CCN(C(CNC(=O)c2cc(-c3cccs3)on2)c2ccco2)CC1 (stereo unspecified)
-2 | -7 | 0 | -7 | -15 | 0 | -11 | -7 | CCn1cc(C(=O)N2CCOCC2c2nc(C)cc(NC)n2)c(C)n1 (stereo unspecified)
-1 | -6 | -2 | 0 | -22 | 1 | 1 | -2 | O=S(=O)(c1cccc(F)c1)N1CCCN(c2nc3cccnc3s2)CC1
4 | 5 | 1 | 8 | 11 | 5 | 10 | 11 | COc1ccc(-c2cc(NC(=O)c3ccccc3)n(C3CCS(=O)(=O)C3)n2)cc1 (stereo unspecified)
4 | -16 | 4 | -17 | -79 | -7 | -9 | 30* | Cc1sc2ncnc(OCC(=O)c3ccc(NC(=O)CC(C)C)cc3)c2c1C
0 | -2 | 1 | -2 | 1 | 0 | -1 | 5 | CCC(C(=O)Nc1cccc(OC)c1)n1c(=O)[nH]c2ccccc2c1=O (stereo unspecified)
-1 | 14 | -1 | 9 | 15 | 6 | 10 | 12 | CNC(=O)C1(C)CN(C(=O)c2ccc3ncccc3c2)CCO1 (stereo unspecified)
-1 | 0 | -5 | 9 | 19 | 1 | 6 | -39 | N#Cc1ccc(C(=O)NC2CCN(c3ccc(F)cc3)C2=O)cc1 (stereo unspecified)
1 | 3 | 2 | 6 | 13 | -8 | 4 | -26 | CCCN(CCC)C(=O)CSc1nc2ccccc2c(=O)n1CC
7 | 12 | 16 | 3 | 28 | 9 | 15 | -2 | O=C(CSc1ncccc1C(=O)N1CCC(Cc2ccccc2)CC1)c1ccccc1
-5 | -38 | -6 | -16 | -63 | -5 | -26 | -16 | Nc1ncnc2nc(CO)[nH]c12
10 | 17 | 6 | 7 | -2 | 12 | 1 | 9 | CCOc1ccc(NC(=O)c2ccccc2N2C(=O)N3CCc4c([nH]c5ccccc45)[C@@]3(C)C2=O)cc1
2 | 10 | -6 | 14 | 0 | 2 | 2 | 15 | O=C(/C=C/c1ccc(Cl)c(Cl)c1)Nc1ccc(N2CCOCC2)cc1
0 | -15 | -2 | -12 | -27 | -4 | -3 | -16 | Cc1c(C(=O)NCC2CCCCC2)nnn1-c1cccc2c1CCN(S(C)(=O)=O)C2
-6 | -69 | 1 | -12 | -27 | -1 | -11 | -7 | CNc1ccc(-c2noc([C@@H]3CCCN3Cc3cccc(C#N)c3)n2)cn1
0 | 0 | 0 | -1 | 14 | 5 | 0 | 2 | COCC1OC(OC2OCC3OC4(OC3C2O)OC(C)C(O)(C(C)=O)C2OCOC24)C(OC)C(O)C1OC1OC(C)C(OC)C(OC2CC(C)(O)C(O)C(C)O2)C1O (stereo unspecified)
-3 | -1 | 3 | 6 | 11 | -6 | -1 | -6 | O=C(CCCn1c(=O)[nH]c2ccccc2c1=O)N1CCC(Cc2ccccc2)CC1
6 | -8 | 4 | -12 | -20 | -140 | -11 | -2 | FC(F)(F)c1ccc(N2CCN(Cc3c[nH]c4ccccc34)CC2)nc1
-1 | -8 | 2 | -1 | -5 | 1 | -4 | -2 | Cc1cnc(-c2nnc(C3CCCCN3S(=O)(=O)c3ccccc3)o2)cn1 (stereo unspecified)
-2 | -9 | 0 | -15 | -22 | 0 | -13 | 43* | COc1cc(C(=O)Nc2cc(-c3ccc(F)c(F)c3)no2)cc(OC)c1OC
-1 | x | 4 | -4 | 0 | 2 | 10 | 2 | COc1ccc(C)cc1NC(=O)c1nc(C2CCC2)oc1C
2 | 3 | -4 | 8 | 13 | -7 | 19 | 0 | CC(C)CCNC(=O)C1(C)CCC(=O)N1CCCc1ccccc1 (stereo unspecified)
6 | -10 | 9 | 0 | 17 | 6 | 16 | 1 | N#Cc1ccccc1NC(=O)c1ccc(Cl)c(S(=O)(=O)N2CCCCCC2)c1
-1 | 7 | 2 | 13 | 22 | 5 | 18 | 7 | COc1ccccc1N1CCN(C(=O)C2CC(=O)N(c3ccccc3C)C2)CC1 (stereo unspecified)
-14 | -24 | -8 | -60 | -258 | -11 | -68 | -11 | Cc1ccccc1CCN(C(=O)c1ccco1)C(C(=O)NC1CCCCC1)c1ccc(F)cc1 (stereo unspecified)
3 | 12 | 0 | 7 | 21 | 7 | 7 | -6 | CC(=O)N1CCCn2c(nc(CNC(=O)c3cnn(C)c3)cc2=O)C1
-2 | -3 | 13 | 0 | -2 | -3 | 0 | -2 | CN1CCn2c(-c3cccnc3)cnc2C12CCN(S(=O)(=O)c1ccccc1)CC2
0 | -3 | -2 | 43* | -15 | -3 | -1 | 6 | CCc1nccn1Cc1nc(-c2ccc(Cl)cc2)no1
0 | -4 | 3 | -1 | -15 | -2 | -6 | -22 | COc1ccccc1NC(=O)CSc1nccn1-c1cccc(C)c1
-2 | -11 | 0 | -6 | -24 | -3 | -12 | -25 | COc1ccccc1NCc1nc2nc(C)cc(C)n2n1
0 | 6 | 1 | 9 | 22 | 10 | 0 | 10 | Cc1cc(-c2ccn[nH]2)nc(C2CCN(S(=O)(=O)N(C)C)CC2)n1
1 | -18 | -1 | 0 | -13 | 1 | 3 | 1 | Cc1cccc(CNC(=O)c2ccc3c(c2)NC(=O)C2CCC(=O)N32)c1 (stereo unspecified)
0 | 8 | -6 | 8 | 17 | -2 | 6 | 18 | Cc1ccc(NC(=O)C2C3C=CC4(O3)C2C(=O)N(C2CC2)C4C(=O)NC2CCCCC2)cc1 (stereo unspecified)

Exported with values under each structure: part of the list above.
Value order: UCHL1 inh	USP17 inh	USP10 block	USP28 inh	USP30 inh	USP7 inh	OTUD3 block	USP8 block
> CC(C)CCNC(=O)C1(C)CCC(=O)N1CCCc1ccccc1 (stereo unspecified)
  2	3	-4	8	13	-7	19	0
> N#Cc1ccccc1NC(=O)c1ccc(Cl)c(S(=O)(=O)N2CCCCCC2)c1
  6	-10	9	0	17	6	16	1
> COc1ccccc1N1CCN(C(=O)C2CC(=O)N(c3ccccc3C)C2)CC1 (stereo unspecified)
  -1	7	2	13	22	5	18	7
> Cc1ccccc1CCN(C(=O)c1ccco1)C(C(=O)NC1CCCCC1)c1ccc(F)cc1 (stereo unspecified)
  -14	-24	-8	-60	-258	-11	-68	-11
> CC(=O)N1CCCn2c(nc(CNC(=O)c3cnn(C)c3)cc2=O)C1
  3	12	0	7	21	7	7	-6
> CN1CCn2c(-c3cccnc3)cnc2C12CCN(S(=O)(=O)c1ccccc1)CC2
  -2	-3	13	0	-2	-3	0	-2
> CCc1nccn1Cc1nc(-c2ccc(Cl)cc2)no1
  0	-3	-2	43*	-15	-3	-1	6
> COc1ccccc1NC(=O)CSc1nccn1-c1cccc(C)c1
  0	-4	3	-1	-15	-2	-6	-22
> COc1ccccc1NCc1nc2nc(C)cc(C)n2n1
  -2	-11	0	-6	-24	-3	-12	-25
> Cc1cc(-c2ccn[nH]2)nc(C2CCN(S(=O)(=O)N(C)C)CC2)n1
  0	6	1	9	22	10	0	10
> Cc1cccc(CNC(=O)c2ccc3c(c2)NC(=O)C2CCC(=O)N32)c1 (stereo unspecified)
  1	-18	-1	0	-13	1	3	1
> Cc1ccc(NC(=O)C2C3C=CC4(O3)C2C(=O)N(C2CC2)C4C(=O)NC2CCCCC2)cc1 (stereo unspecified)
  0	8	-6	8	17	-2	6	18

(cont.)
UCHL1 inh | USP17 inh | USP10 block | USP28 inh | USP30 inh | USP7 inh | OTUD3 block | USP8 block | SMILES
-2 | -10 | -2 | -17 | -26 | 0 | -10 | -5 | Cc1ccc(CN2C[C@H]3N(c4ncccn4)CCC[C@@]3(C(=O)N(C)C)C2)cc1
3 | 0 | 0 | 0 | 1 | 0 | -1 | -50 | CCn1cc(NC(=O)c2cc(C)n(C(F)F)n2)c(C(=O)NC2CCCC2)n1
-1 | -11 | -5 | 0 | -11 | -1 | 5 | 0 | CCc1nnc(-c2coc(S(=O)(=O)N3CCN(c4ccccc4)CC3)c2)o1
1 | 12 | -4 | -1 | -14 | 1 | -3 | 0 | CC(=O)c1ccc(S(=O)(=O)N(C)CCCC(=O)Nc2ccccc2N2CCOCC2)cc1
0 | 4 | 1 | 2 | 9 | 3 | 12 | 18 | CC(Nc1ncnc2c1cnn2C)c1ccccc1 (stereo unspecified)
1 | -14 | -2 | -16 | -15 | -131 | -12 | -40 | Nc1c(C(=O)c2ccccc2)c(-c2ccccc2)nc2nonc12
2 | 24 | 1 | 0 | 9 | 3 | -3 | 5 | C[C@]1(CO)[C@H]2CC[C@@]34C=C[C@@](CO)(CC[C@H]3[C@]2(C)CC[C@H]1O)C4
-7 | -27 | -10 | -27 | -89 | -17 | -34 | -22 | O=C(c1ccoc1)N1CCN(C2CCN(CCc3cccc4ccccc34)CC2)C(=O)C1
-3 | -10 | -4 | 1 | 7 | 0 | -10 | -11 | Cc1cc2nccc(C3CCC(CNC(=O)c4cccc(S(N)(=O)=O)c4)CC3)n2n1 (stereo unspecified)
0 | -16 | 1 | -5 | -17 | -1 | -4 | -17 | O=C1NCCCn2cc(S(=O)(=O)NCc3ccccc3)cc21
-1 | x | -8 | -31 | -117 | -32 | -41 | -48 | Cc1cc(-c2noc(Cc3ccccc3)n2)c2ccccc2n1
-4 | -16 | -3 | -2 | -15 | -13 | 4 | 17 | Cc1c(Cl)cccc1NC(=O)CC1COc2ccccc2NC1=O (stereo unspecified)
-1 | -83 | 0 | -2 | -17 | 3 | -8 | 0 | CCC(=O)Nc1ccc2c(c1)nc(CCN1CCCCC1)n2C
2 | 0 | -2 | 0 | 2 | 0 | 3 | -2 | Cc1ccc(CN2CCN(Cc3cc[nH]c(=O)c3)CC2)cc1
3 | 11 | 0 | 8 | 6 | 5 | 5 | 9 | Cc1cc(C)nc(N=C(NC(=O)C(C)(C)C)Nc2cccc(C(F)(F)F)c2)n1
1 | -36 | 0 | 0 | -23 | 4 | 0 | -195 | COc1ccc(C(O)=C2C(=O)C(=O)N(CCN3CCOCC3)C2c2cccc(O)c2)cc1F (stereo unspecified)
-2 | 1 | -1 | -4 | -3 | -2 | 0 | 0 | CC(C)n1c(CC2CCN(S(=O)(=O)c3cccc4cccnc34)C2)nc2cccnc21 (stereo unspecified)
1 | -14 | 2 | 0 | -30 | 3 | 0 | 6 | N#Cc1ccccc1OCC(O)CS(=O)(=O)c1ccc(Cl)cc1 (stereo unspecified)
-1 | -11 | 7 | x | x | -3 | 4 | 2 | Cc1nnc(-c2ccc3ccn(CC(=O)NC4CCCCC4)c3c2)o1

Bioassay records: PubChem, Dana-Farber Cancer Institute and Novartis Institutes for BioMedical Research (Cambridge, Mass)
